Screening data: PubChem, several laboratories
JMJD2C inh = inhibitors of GASC-1 histone demethylase, primary screen, biochemical, fluorescence, DELFIA europium; Lysine-specific demethylase 4C (Homo sapiens), Q9H3R0; GST-JMJD2C(1-420) H3K9me3 demethylation; inhibition, % at 2.35 µM; hit rate 0.069% among 330,000;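 active = more than half of a compound's replicate wells show inhibition beyond 50%, single wells judged on their own value; inconclusive = some, but no more than half, of replicates pass 50% inhibition; inactive = no replicate passes 50% inhibition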;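 also: signal counts dimethyl H3K9 product captured on neutravidin plate; 0% = median of DMSO wells and 100% = 0.3 times that DMSO median; strong numbers were not always called active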
GRK2 inh = compounds blocking aptamer binding on GRK2 – biochemical, human GRK2, bead flow cytometry, HTS, primary screen. Beta-adrenergic receptor kinase 1 (Homo sapiens), P25098. FAM-aptamer displacement from GRK2. inhibition of aptamer binding, % at 10 µM. hit rate 0.59% among 330,000. AID 488847, 2010;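 active = inhibition of aptamer binding above 40%, roughly 3 SD of noise, on plates passing a quality check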;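 also: median bead fluorescence of bound FAM aptamer so fluorescent compounds give negative values; no value below 0 was filed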
Target sequence (P25098 whole entry, looked up): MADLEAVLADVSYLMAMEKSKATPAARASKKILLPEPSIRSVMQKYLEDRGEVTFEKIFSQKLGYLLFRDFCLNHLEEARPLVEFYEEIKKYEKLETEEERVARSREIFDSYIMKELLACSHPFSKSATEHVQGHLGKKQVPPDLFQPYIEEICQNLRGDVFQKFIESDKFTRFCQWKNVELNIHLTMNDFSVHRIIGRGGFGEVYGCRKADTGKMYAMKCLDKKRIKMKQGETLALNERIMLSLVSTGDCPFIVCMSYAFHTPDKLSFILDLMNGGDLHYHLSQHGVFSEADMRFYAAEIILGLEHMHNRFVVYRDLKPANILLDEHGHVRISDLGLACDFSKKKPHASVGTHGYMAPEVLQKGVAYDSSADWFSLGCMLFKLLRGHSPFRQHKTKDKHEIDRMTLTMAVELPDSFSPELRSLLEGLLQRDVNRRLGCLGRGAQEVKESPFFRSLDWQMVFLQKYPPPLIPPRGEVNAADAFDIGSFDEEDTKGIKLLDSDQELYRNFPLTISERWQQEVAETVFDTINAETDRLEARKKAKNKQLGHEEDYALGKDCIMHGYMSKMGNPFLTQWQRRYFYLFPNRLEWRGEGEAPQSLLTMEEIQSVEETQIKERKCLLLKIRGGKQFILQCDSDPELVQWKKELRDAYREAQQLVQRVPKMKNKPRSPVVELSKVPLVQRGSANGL
MEP2 TOR yeast = modulators of MEP2-GFP levels in yeast, primary screen, S. cerevisiae, multiplex flow cytometry, MLPCN library; hit rate 0.51% among 330,000; AID 2016, 2009; S. cerevisiae MEP2-GFP strain, 3 h; 100% = DMSO control level; GFP response vs DMSO, % at 10 µM;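 active = GFP response versus DMSO above a set limit, roughly screen mean plus 3 SD, cut at about 180% in these data; inconclusive = fewer than 70 cells counted for a yeast strain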;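 also: median GFP fluorescence of the barcode-gated MEP2-GFP cells per well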
CIT2-GFP yeast = modulators of CIT2-GFP expression in yeast, primary screen, S. cerevisiae, GFP fusion, multiplex flow cytometry, MLPCN library | S. cerevisiae CIT2-GFP strain, 3 h; 100 means same as DMSO wells | GFP response vs DMSO, % at 10 µM | hit rate 0.065% among 320,000;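 active = GFP response relative to DMSO above a set limit, near the screen mean plus 3 SD, cut at about 150% in these data; inconclusive = Fewer than 70 cells measured for a yeast strain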;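 also: ratio of well median GFP fluorescence to mean of DMSO wells on the plate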
RPL19A-GFP yeast = RPL19A-GFP expression modulators in yeast, primary screen, cell-based, S. cerevisiae, multiplex flow cytometry, MLPCN; S. cerevisiae RPL19A-GFP strain, 3 h; stronger effect = lower value; AID 2025, 2009; percent response vs DMSO, % at 10 µM; hit rate 0.3% among 330,000;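 active = percent response vs DMSO below 50%; inconclusive = fewer than 70 events counted for the yeast strain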;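 also: median channel GFP fluorescence of the barcoded RPL19A-GFP strain; ratio of sample median GFP to plate DMSO average so 100% = DMSO; lower means less RPL19A-GFP as with rapamycin TOR inhibition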
AGP1-GFP MLPCN = modulators of AGP1-GFP expression in yeast TOR pathway, primary screen, cell-based, multiplex flow cytometry, S. cerevisiae, MLPCN library | 3 h; GFP as percent of DMSO wells | GFP response vs DMSO, % at 10 µM | hit rate 0.02% among 320,000 | AID 2066, 2009;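 active = GFP response relative to DMSO above a set limit, near screen average plus 3 SD, cut at about 150% in these data; inconclusive = fewer than 70 cells counted for the yeast strain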;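 also: median GFP channel fluorescence of the gated AGP1 strain per well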
VLA-4 inh = inhibition in human VLA-4 binding assay, primary screen, VLA-4 allosteric modulator project, MLPCN library, flow cytometry, VLA-4 expressing cells; Integrin alpha-4 (Homo sapiens), P13612; ligand binding flow cytometry; inhibition, % (about 7 µM as worked out from the volumes in the protocol); hit rate 0.2% among 330,000; in the data active = inhibition above about 50%
LAP4-GFP MLPCN = modulators of LAP4-GFP expression in yeast, primary screen, S. cerevisiae, multiplex flow cytometry, MLPCN library. AID 2023, 2009. GFP response vs DMSO, % at 10 µM. hit rate 0.34% among 320,000. 3 h; median GFP as percent of DMSO wells;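 active = GFP response vs DMSO above a set limit, about the screen mean plus 3 SD, cut at about 150% in these data; inconclusive = under 70 cell events counted for the yeast strain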
Active calls of the source: *; i = inactive; ? = inconclusive; nt = no result given; [ ] = remark or other dose.

SMILES	JMJD2C inh	GRK2 inh	MEP2 TOR yeast	CIT2-GFP yeast	RPL19A-GFP yeast	AGP1-GFP MLPCN	VLA-4 inh	LAP4-GFP MLPCN
COc1cc(C(=O)N2CCC(n3c(C)nc4cc(F)ccc43)CC2)cc(OC)c1OC	0	3	95	92	96	92	3	94
CCOc1ccc(S(=O)(=O)Nc2nc3ccccc3nc2-n2ccc(=NC(=O)c3cccs3)cc2)cc1	-16	0	98	100	102	95	-22	86
CCOc1cccc(C2C(C(=O)c3ccco3)=C(O)C(=O)N2c2nnc(C)s2)c1 (stereo not drawn)	3	1	92	87	91	91	-20	99
CC1CCCCN1C(=O)CSc1ccc(-c2ccc(F)cc2)nn1 (stereo not drawn)	-9	2	102	92	99	109	10	107
CCOc1ccc(C(=O)NNC2CC(=O)N(CCc3ccccc3)C2=O)cc1OC (stereo not drawn)	2	0	92	86	92	97	11	104
Cc1nnc(Sc2c(N)n(C)c(=O)n(C)c2=O)s1	4	9	98	94	99	98	-3	100
O=c1cc(-c2cc3ccccc3o2)c2cc(O)ccc2o1	-6	0	97	93	95	96	7	101
O=C(Nc1ccc(F)cc1)C(NC1CCCCC1)c1ccccc1 (stereo not drawn)	16	0	103	106	100	106	1	98
O=C(Cn1ccc2ccccc2c1=O)NCC(=O)Nc1ccc(F)cc1F	-5	0	99	103	100	98	-6	93
O=C(NCc1ccco1)c1cccc(C(F)(F)F)c1	23	3	95	96	97	92	8	93
CCN(CC)C(=O)Cn1cc(C(=O)C2CC2)c2ccccc21	-7	0	97	110	103	110	10	102
O=C(CCc1nc2ccccc2[nH]1)Nc1ccccc1	-6	0	102	106	99	107	-4	98
Cc1ccc(C(=O)Nc2cccc(C(=O)O)c2)cc1S(=O)(=O)N1CCCCC1	nt	2	91	94	91	95	10	92
CC(=O)Nc1ccc2c(c1)ncn2C1CCCCC1	-1	2	105	106	95	99	1	97
O=C(Nc1cccc(NC(=O)c2ccc(-c3cccc(Br)c3)o2)c1)c1ccco1	6	0	100	86	97	88	-14	129
C=CCn1c(SCC(=O)/C(C#N)=C(\C)N)nnc1C1CCCCC1	5	3	102	105	95	104	-29	94
COc1ccc(NS(=O)(=O)c2c(C(=O)N3CCCCCC3)c(C)n(C)c2C)cc1	4	5	112	101	97	100	0	91
Cc1oc(-c2ccc(Cl)cc2)nc1CN1CCCC(C(=O)N2CCOCC2)C1 (stereo not drawn)	-12	0	98	93	96	96	23	90
O=C(NCCS(=O)(=O)N1CCN(c2ccccc2F)CC1)c1cccc(Br)c1	-7	1	114	114	111	116	1	108
COc1ccc(C)cc1NC(=O)CN1c2cccc3cccc(c23)S1(=O)=O	nt	1	101	93	98	102	-10	104
O=C(NC1=NCCS1)C1CC2CCC1C2 (stereo not drawn)	?	0	100	96	97	100	15	100
CC(=O)c1c(C)oc2ccc(NS(=O)(=O)c3cccs3)cc12	5	8	102	105	99	106	18	102
O=C(/C=C/c1ccco1)Nc1sc2c(c1C(=O)O)CCC2	-37	1	111	109	108	106	12	104
COc1cc(/C=C2/NC(=O)NC2=O)ccc1OCC(=O)Nc1ccc(F)cc1	0	0	97	105	103	99	-27	95
CCCOc1ccccc1C1NC(=O)NC(C)=C1C(=O)OCc1ccccc1 (stereo not drawn)	4	0	96	94	98	96	-1	100
Other results.
SMILES	JMJD2C inh	GRK2 inh	MEP2 TOR yeast	CIT2-GFP yeast	RPL19A-GFP yeast	AGP1-GFP MLPCN	VLA-4 inh	LAP4-GFP MLPCN
CC1(C)Cc2c(cnn2-c2ccc(F)cc2)C(NC(=O)C2=NNC(=O)CC2)C1 (stereo not drawn)	5	0	103	100	100	105	14	90
COc1ccccc1C(=O)NC(=O)COC(=O)c1oc2ccccc2c1C	4	1	111	108	107	114	-3	117
CN1CCc2c(sc3c2C(=O)NC(c2ccccc2)N3)C1 (stereo not drawn)	5	2	101	94	99	96	10	96
Cn1c(Cc2cccs2)n[nH]c1=S	-5	0	101	94	98	103	15	97
COC(=O)[C@@]12CCCCN1[C@H](c1ccc(-c3ccc(Cl)c(Cl)c3)c(OC)c1)[C@H]1C(=O)N(C)C(=O)[C@H]12	nt	4	95	88	95	96	10	96
COC(=O)N1N=C(c2ccccc2)CC1(O)C(F)(F)F (stereo not drawn)	1	0	100	101	97	98	14	95
O=C(CS)Nc1ccc2ccccc2c1	-17	0	95	92	100	95	5	105
O=[N+]([O-])c1ccccc1CNCCO	-4	0	104	97	94	100	-3	92
O=C(CN1C(=O)NC(c2ccccc2)(c2ccccc2)C1=O)N1CCN(c2ccccc2F)CC1	2	1	94	99	97	97	6	95
Cc1ccc(NC(=O)N(C2CCCCC2)C(C)c2cccnc2)cc1C (stereo not drawn)	-3	4	101	105	100	96	-13	98
CC1CCCCN1S(=O)(=O)c1ccc(S(=O)(=O)N(Cc2ccccc2)Cc2ccco2)cc1 (stereo not drawn)	10	0	92	65	105	72	-4	89
Cc1ccc(S(=O)(=O)CCC(=O)OCc2ccccc2F)cc1	-11	5	101	91	100	101	0	104
CSc1ccc(CN2CCCC(N3CCN(c4ccccc4)CC3)C2)cc1 (stereo not drawn)	10	1	109	104	102	100	2	92
CC1(C)CN(c2cccc(C#N)c2)C1=O	25	0	94	nt	91	92	10	90
CCOc1ccccc1NC(=O)CC1NCCNC1=O (stereo not drawn)	19	0	107	104	103	111	17	107
c1ccc(Nc2ncnc3sccc23)cc1	-5	0	106	93	99	92	8	101
CC(C)c1nc(CNC(=O)c2ccc(OC3CCN(Cc4ccccn4)CC3)cc2)cs1	1	0	109	102	103	101	24	94
Cc1cc(C(F)(F)F)c2c(N)c(C(=O)Nc3cc(C)on3)sc2n1	-1	0	112	94	99	98	3	105
O=C(N/N=C/c1ccsc1)C1CC1	-18	0	99	89	95	97	12	109
CC(C)(C)C(=O)Nc1ccccc1N1CCN(c2ccc(F)cc2)CC1	4	0	104	105	102	95	10	83
O=C(Nc1ccc2c(c1)OCO2)c1ccc(Cl)s1	i	0	109	108	109	112	7	118
C=CCNC(=O)CSc1nnc(-c2ccccc2Cl)n1-c1c(C)n(C)n(-c2ccccc2)c1=O	3	3	100	97	90	94	-2	91
Cc1cc(NC(=O)c2c(F)c(F)c(F)c(F)c2F)no1	0	0	103	105	103	104	10	104
Cn1ncc(Br)c1C(=O)Nc1cccc(C(F)(F)F)c1	-6	5	117	100	102	105	5	113
O=C1c2ccccc2C(=O)c2c1cccc2N1CCOCC1	8	0	96	96	97	95	-3	90

Ordered by SMILES length (lowest first): 13 of the compounds above.
SMILES	JMJD2C inh	GRK2 inh	MEP2 TOR yeast	CIT2-GFP yeast	RPL19A-GFP yeast	AGP1-GFP MLPCN	VLA-4 inh	LAP4-GFP MLPCN
Cn1c(Cc2cccs2)n[nH]c1=S	-5	0	101	94	98	103	15	97
c1ccc(Nc2ncnc3sccc23)cc1	-5	0	106	93	99	92	8	101
O=[N+]([O-])c1ccccc1CNCCO	-4	0	104	97	94	100	-3	92
CC1(C)CN(c2cccc(C#N)c2)C1=O	25	0	94	nt	91	92	10	90
CCOc1ccccc1NC(=O)CC1NCCNC1=O (stereo not drawn)	19	0	107	104	103	111	17	107
CN1CCc2c(sc3c2C(=O)NC(c2ccccc2)N3)C1 (stereo not drawn)	5	2	101	94	99	96	10	96
Cc1cc(NC(=O)c2c(F)c(F)c(F)c(F)c2F)no1	0	0	103	105	103	104	10	104
Cc1ccc(S(=O)(=O)CCC(=O)OCc2ccccc2F)cc1	-11	5	101	91	100	101	0	104
Cc1ccc(NC(=O)N(C2CCCCC2)C(C)c2cccnc2)cc1C (stereo not drawn)	-3	4	101	105	100	96	-13	98
COc1ccccc1C(=O)NC(=O)COC(=O)c1oc2ccccc2c1C	4	1	111	108	107	114	-3	117
CC(C)(C)C(=O)Nc1ccccc1N1CCN(c2ccc(F)cc2)CC1	4	0	104	105	102	95	10	83
CC(C)c1nc(CNC(=O)c2ccc(OC3CCN(Cc4ccccn4)CC3)cc2)cs1	1	0	109	102	103	101	24	94
CC1CCCCN1S(=O)(=O)c1ccc(S(=O)(=O)N(Cc2ccccc2)Cc2ccco2)cc1 (stereo not drawn)	10	0	92	65	105	72	-4	89

More structures
SMILES	JMJD2C inh	GRK2 inh	MEP2 TOR yeast	CIT2-GFP yeast	RPL19A-GFP yeast	AGP1-GFP MLPCN	VLA-4 inh	LAP4-GFP MLPCN
O=C(Nc1ccc(S(=O)(=O)Nc2nccs2)cc1)C1CC(=O)N(c2ccccc2)C1 (stereo not drawn)	4	2	98	88	98	105	-3	99
O=C(CSc1nnc(NC(=O)c2ccco2)s1)NCc1ccc2c(c1)OCO2	-6	1	93	93	94	96	-12	90
CCc1ccc(NC(=O)CC2C(=O)N(c3ccc(C)cc3)C(=O)N2CCc2ccncc2)cc1 (stereo not drawn)	-7	1	103	107	101	104	5	102
CC(C)(O)C(=O)N/N=C\c1ccc(OC/C=C/c2ccccc2)cc1	2	0	110	92	118	92	-6	82
CC(C(=O)N1CCc2ccccc21)n1cnc2c1c(=O)n(C)c(=O)n2C (stereo not drawn)	1	3	98	102	97	100	8	104
Cc1cc(OCC(=O)N2CCc3ccccc3C2)c2c(-c3ccccc3)cc(=O)oc2c1	-12	0	100	93	98	98	0	107
Cc1ccc(OCC(=O)Nc2ccc(N3CCN(C(=O)c4ccco4)CC3)cc2)c(C)c1	12	1	229*[may fluoresce violet]	?	42*[may fluoresce violet]	?	-12	82[may fluoresce violet]
CCOC(=O)c1sc(NC(=O)CCN2CC(C)OC(C)C2)c(C(=O)OCC)c1C (stereo not drawn)	2	3	103	91	99	93	8	92
Cc1nc2nc(COc3ccccc3)[nH]n2c(=O)c1Cl	19	2	?	?	?	?	8	?
COc1ccc(OC)c(S(=O)(=O)NC2CCCCNC2=O)c1 (stereo not drawn)	5	2	115	103	104	97	0	99
COc1cccc(C(=O)C2CCCN(Cc3cccc(OCCO)c3)C2)c1 (stereo not drawn)	-4	1	99	94	96	94	6	83
Cc1ccc(S(=O)(=O)N[C@H](C(=O)N2CCC(C(=O)N[C@H](C(=O)O)c3ccccc3)CC2)C(C)C)cc1	nt	2	107	104	99	102	-17	99
O=[n+]1cc(-c2ccc(F)cc2)n([O-])c2c1CCC2	0	3	101	95	96	96	6	93
